LDHA block: qHTS assay for inhibitors of human lactate dehydrogenase; L-lactate dehydrogenase A chain (Homo sapiens), P00338; purified LDHA, NADH/diaphorase-resazurin fluorescence; stronger effect = lower value; activity change, % (values are at about 110 or 230 µM); 0.15% of 480,000 active; AID 1347041, 2019; in the data active means activity change below about -30%; inconclusive means mostly about -25% to -30%;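 further: plate controls were DMSO wells for no effect and wells without enzyme for full effect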
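LDH5 2 nM; NADH 0.06 mM, pyruvate 0.2 mM; 200 mM Tris pH 7.4, EDTA, Tween-20; 5 min RT. Detection: diaphorase 0.133 mg/mL + resazurin 37 µM, fluorescence ex540/em590 at 0 and 20 min; normalized to enzyme-free and DMSO wells.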
D1 antag: Antagonist of Human D 1 Dopamine Receptor: qHTS; D(1A) dopamine receptor (Homo sapiens), P21728; HEK293 TREx D1 cells, calcium flux, dopamine EC80; stronger effect = lower value; activity change, negative = inhibition, % at 10 µM; 3.2% of 360,000 active; in the data active means activity change below about -30%; further: on the % scale 0 is the no-effect control and ±100 the full control effect
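Allosteric or orthosteric antagonism assessed as attenuation of the calcium response to EC80 dopamine, added 180 s after compound, in induced HEK293 Trex D1 cells loaded with no-wash calcium dye.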
Vif-APOBEC3F blk: qHTS for Inhibitors of Vif-A3F Interactions: qHTS | 0.2% of 390,000 active | Potency, µM (highest dose often 46.1 µM), for inactives: at the top dose activity, negative = active | HeLa A3F-eYFP + Vif (tagged APOBEC3F with the HIV-1 protein that degrades it), YFP fluorescence increase | AID 602313, 2012; further: potency means the concentration at half of the fitted maximal effect; % of control where 0% means no effect; nearly all actives have a fitted effect of over 65% in size
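Fluorescence increase (Ex 488/Em 500-530) after overnight compound treatment at 37 deg C flags inhibition of Vif-driven A3F-eYFP loss in stable HeLa A3F-eYFP/Vif cells seeded overnight beforehand.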
D2 potentiator: HTS Assay for Positive Allosteric Modulators of the Human D2 Dopamine Receptor: Primary Screen for Potentiators | D(2) dopamine receptor (Homo sapiens), P14416 | AID 485347, 2010 | 0.34% of 340,000 active | HEK293 T-REx D2, calcium flux, EC20 dopamine potentiation | potentiation, % at 10 µM;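 active means potentiation over 3 SD above the plate norm, cut at about 30% in these data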; further: 0% is about no effect
Target sequence (P14416 whole entry, looked up): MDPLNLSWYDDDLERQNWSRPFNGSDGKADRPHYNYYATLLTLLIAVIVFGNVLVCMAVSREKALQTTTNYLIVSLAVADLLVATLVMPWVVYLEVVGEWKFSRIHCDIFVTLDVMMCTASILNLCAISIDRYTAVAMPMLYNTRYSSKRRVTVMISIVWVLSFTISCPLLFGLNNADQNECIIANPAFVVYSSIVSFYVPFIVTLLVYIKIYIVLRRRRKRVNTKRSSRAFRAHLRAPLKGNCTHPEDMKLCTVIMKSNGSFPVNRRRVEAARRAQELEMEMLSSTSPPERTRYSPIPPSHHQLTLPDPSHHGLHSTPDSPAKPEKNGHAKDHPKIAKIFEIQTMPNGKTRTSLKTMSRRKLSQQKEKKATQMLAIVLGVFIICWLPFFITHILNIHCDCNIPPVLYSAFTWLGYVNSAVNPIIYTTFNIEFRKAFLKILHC
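Potentiation of an EC20 dopamine calcium response measured kinetically over 180 s, after a preceding 180 s compound-only read flagging agonists. Cells: inducible Hek293 Trex D2 line, 4000/well, cultured overnight at 30 C before dye loading.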
Glioma ERSR ind: qHTS for Inducers of the Endoplasmic Reticulum Stress Response (ERSR) in Human Glioma: qHTS. 0.02% of 420,000 active. U87-MG GRP78 promoter luciferase reporter, 16 h. Potency, µM, for the others: top-dose activation, most hits filed as activators; further: potency means the concentration at half of the fitted maximal effect; series mostly up to about 76 µM; % of control where 0% means no effect; nearly all actives have a fitted effect of over 35% in size
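ERSR induction read as luciferase luminescence (Bright-Glo, 10 min at room temperature) in stably transfected human U87-MG glioma cells exposed to compounds for 16 h, using GRP78 as sensor.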
D1 ag: Allosteric Agonists of the Human D1 Dopamine Receptor: qHTS; D(1A) dopamine receptor (Homo sapiens), P21728; HEK293 T-REx D1 cells, calcium flux, agonist mode; activation, % at 2 µM; 1% of 360,000 active; in the data active means activation above about 30%; further: 0% is about no effect
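Inducible HEK293 T-REx D1 cells, force-coupled to calcium signalling, were plated at 4000 cells/well with tetracycline and held overnight at 30 C. After no-wash calcium dye loading, compound-evoked calcium rise over 180 s flagged agonists.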
Vif-APOBEC3G blk: qHTS for Inhibitors of Vif-A3G Interactions: qHTS. DNA dC->dU-editing enzyme APOBEC-3G (Homo sapiens), Q9HC16. Potency, µM (series often up to 46.1 µM), without a hit: at the highest dose activity, negative = active, actives largely listed as inhibitors. HeLa A3G-eYFP + Vif (tagged APOBEC3G with the HIV-1 protein that degrades it), YFP fluorescence, overnight. 0.076% of 410,000 active;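 further: potency means the concentration at half of the fitted maximal effect; on the % scale 0 is the no-effect control and ±100 the full control effect; nearly all actives have a fitted effect of over 60% in size; hits raise eYFP signal because A3G escapes Vif-driven loss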
Target sequence (Q9HC16 whole entry, looked up): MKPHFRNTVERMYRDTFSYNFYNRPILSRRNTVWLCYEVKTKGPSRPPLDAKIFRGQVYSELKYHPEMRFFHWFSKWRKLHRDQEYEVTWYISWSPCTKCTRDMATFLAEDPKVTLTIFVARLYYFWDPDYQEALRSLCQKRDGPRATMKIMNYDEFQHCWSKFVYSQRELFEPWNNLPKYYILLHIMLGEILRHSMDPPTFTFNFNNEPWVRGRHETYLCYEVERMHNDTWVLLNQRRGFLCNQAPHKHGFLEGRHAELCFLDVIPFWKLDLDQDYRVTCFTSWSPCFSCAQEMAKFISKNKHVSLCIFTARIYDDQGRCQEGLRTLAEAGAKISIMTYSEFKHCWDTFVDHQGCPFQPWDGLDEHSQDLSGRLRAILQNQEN
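HeLa cells stably expressing Vif and C-terminally eYFP-tagged A3G, seeded overnight at 37 deg C, then exposed to compound by pintool overnight at 37 deg C. Rise in yellow fluorescence (Ex 488/Em 500-530, Acumen) marks blocked Vif-driven A3G degradation.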
RXFP1 ag: qHTS Assay for Agonists of the Relaxin Receptor RXFP1; Relaxin receptor 1 (Homo sapiens), Q9HBX9; HEK293T-RXFP1 cAMP TR-FRET, 30 min; response scale: percent of porcine relaxin response, buffer zero; Potency, µM (series often up to 57.5 µM), without a hit: top-dose activation, hits mostly activators; 0.3% of 370,000 active; further: potency means the concentration at half of the fitted maximal effect; on the % scale 0 is the no-effect control and ±100 the full control effect; nearly all actives have a fitted effect of over 60% in size; many of its hits are not listed in these tables
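cAMP rise read by TR-FRET after 30 min, 37C compound exposure (up to 58 uM) in RXFP1-transfected HEK293 cells with Ro 20174 present. EC50 from Hill-equation fits, with 29 nM porcine relaxin as 100% and buffer as basal.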
D1 PAM: Potentiators of Human D1 Dopamine Receptor: qHTS; D(1A) dopamine receptor (Homo sapiens), P21728; HEK293 TREx D1 cells, calcium flux, dopamine EC20 potentiation; potentiation, % at 10 µM; 0.036% of 360,000 active; AID 504651, 2011; in the data active means potentiation above about 30%; further: 0% is about no effect
* = called active by the depositor; ? = inconclusive; . = no result given; & = joins results of further samples. Unless noted, the call rests on the fitted dose curve; in most records, active means well fitted curve in the direction sought with a large enough effect; inconclusive means small, poorly fitted or top-dose-only effect, or another doubt; inactive means no such curve, though single readings can be large; an effect the other way counts as inactive or inconclusive. Only part of the results is shown; the hit share may differ from the screen's.

SMILES	LDHA block	D1 antag	Vif-APOBEC3F blk	D2 potentiator	Glioma ERSR ind	D1 ag	Vif-APOBEC3G blk	RXFP1 ag	D1 PAM
COc1cccc(Nc2nc3ccccc3n3nnnc23)c1	-8.6	-2.8	?	-8.2	-6.1%	3.5	?	2.9%	2.3
COc1ccc(CNc2oc(Cc3cccc4ccccc34)nc2C#N)cc1	-5.0	10.2	-3.6%	5.3	-2.3%	1.3	1.4%	0.0%	-2.5
COc1cc(Cl)c(C)cc1NC(=O)CCCN1C(=O)CCC1=O	0.9	-3.0	1.0%	-2.5	-1.5%	0.6	-5.6%	2.8%	-2.5
O=c1oc(-c2cccc(C(F)(F)F)c2)nn1-c1ccc(C(F)(F)F)cn1	-4.9	-0.1	5.0%	6.8	-1.9%	0.8	0.3%	1.1%	1.8
CC(=O)Nc1ccc(N(C(=O)CNC(=O)c2cccs2)C(C(=O)NCC2CCCO2)c2ccccc2)cc1 (stereo not drawn)	-6.9	18.6	-6.4%	2.8	-5.7%	4.4	-4.2%	-0.3%	0.1
O=C(Nc1ccc2c(c1)OCO2)N1CCN(c2ccccc2)CC1	3.6	0.3	1.0%	.	1.4%	1.1	0.2%	1.0%	-3.8
OC[C@H]1OC(O)[C@H](O)[C@@H](O)[C@H]1O (stereo partly drawn)	-8.1	8.5	10.0%	.	-2.7%&-1.2%	-1.8	1.5%	0.2%	-1.8
COc1ccc(CNC(=O)c2cnn3c(C)c(Cc4c(F)cccc4Cl)c(C)nc23)cc1	-1.5	-8.8	2.4%	10.2	-3.9%	-0.1	-8.3%	0.4%	-0.6
Cc1cc(C(=O)OCC(=O)N(CC(C)C)c2c(N)n(Cc3ccccc3)c(=O)[nH]c2=O)c2ccccc2n1	-2.9	-1.1	-5.8%	.	-6.4%	1.0	-1.5%	1.1%	-6.5
Nc1ccc(C(=O)OCCCc2nc3ccccc3[nH]2)cc1	-3.9	10.7	.	2.1	0.1%	-0.1	-4.7%	0.2%	2.2
COc1cccc(NC(=O)CN(C)C(=O)c2ccccn2)c1	-0.7	.	9.5%	.	1.6%	.	0.1%	.	.
COc1ccc(COn2nnc3ccc(S(=O)(=O)N4CCOCC4)cc32)cc1F	-0.3	-5.1	10.0%	2.0	-2.4%	1.0	-4.4%	2.6%	-3.6
Cc1ccc(N(CC(=O)NCC2CCCO2)C(=O)CCC(=O)Nc2cc(C)on2)cc1 (stereo not drawn)	-9.9	4.8	-7.0%	0.5	-3.8%	-0.6	0.4%	-0.3%	-9.6
O=C(Cn1nnc2ccccc21)N1CCCCC1	3.7	-10.3	.	1.7	-4.3%	0.9	-0.8%	3.5%	-3.9
O=C1NC[C@H](Cc2ccccc2)N(CCc2cccc(F)c2)C1=O	-3.3	6.8	-4.0%	-5.3	-4.0%	2.2	6.4%	0.9%	-3.7
COC(=O)c1ccccc1NC(=O)C1CC(=O)N(C2CCCCC2)C1 (stereo not drawn)	-5.6	-2.9	-1.1%	-4.6	-2.9%	2.1	-5.1%	1.0%	4.8
O=C(Nc1cccc(Cl)c1)c1ccc2c(c1)OCCO2	-10.3	-12.7	-6.2%	3.4	-4.5%	2.4	2.7%	1.8%	-10.3
O=C(NCc1cccc(OC(F)(F)F)c1)c1ccc2c(c1)S(=O)(=O)c1cc(Cl)ccc1C2=O	1.5	.	2.5%	.	1.2%	.	-2.5%	.	.
CCOC(=O)C1=C(O)/C(=C/c2ccc(-c3ccccc3C(=O)O)o2)SC1=Nc1ccc(OC)cc1	-13.0	-12.5	-9.4%	0.5	-6.7%	3.9	-2.6%	0.6%	4.2
Cc1nc(C)c(C(=O)Nc2ccc(Oc3ccccc3)cc2)o1	-5.4	-22.6	-5.2%	0.0	0.9%	1.9	3.3%	-0.8%	-0.6
Cc1cccc(-n2c(-c3ccco3)nc3c(cnn3-c3ccc(F)cc3)c2=O)c1	2.3	-2.9	2.8%	20.5	-3.4%	3.9	2.7%	3.2%	1.7
COc1cc2c(cc1OC)CN(C(=O)C(C)(C)C)CC2	3.7	14.5	-0.9%	5.7	-1.0%	0.1	1.0%	-2.0%	0.8
COc1ccc(S(=O)(=O)N2CCN(C(=O)c3c(C)nn(-c4ccccc4)c3C)CC2)cc1	-2.8	-5.6	-1.4%	7.7	-0.3%	1.0	-0.5%	0.3%	1.3
CCOc1ccc(C(=O)NC(=S)Nc2ncccc2C)cc1[N+](=O)[O-]	-7.8	-4.9	-6.7%	-1.3	1.7%	1.9	1.0%	3.8%	-10.9
COc1ccc(C2=Cc3ccc(OC(C)=O)cc3OC2)cc1	-5.2	.	1.1%	.	3.2%	.	-2.4%	.	.

Molecules from the list above that have fluorine:
SMILES	LDHA block	D1 antag	Vif-APOBEC3F blk	D2 potentiator	Glioma ERSR ind	D1 ag	Vif-APOBEC3G blk	RXFP1 ag	D1 PAM
O=c1oc(-c2cccc(C(F)(F)F)c2)nn1-c1ccc(C(F)(F)F)cn1	-4.9	-0.1	5.0%	6.8	-1.9%	0.8	0.3%	1.1%	1.8
COc1ccc(CNC(=O)c2cnn3c(C)c(Cc4c(F)cccc4Cl)c(C)nc23)cc1	-1.5	-8.8	2.4%	10.2	-3.9%	-0.1	-8.3%	0.4%	-0.6
COc1ccc(COn2nnc3ccc(S(=O)(=O)N4CCOCC4)cc32)cc1F	-0.3	-5.1	10.0%	2.0	-2.4%	1.0	-4.4%	2.6%	-3.6
O=C1NC[C@H](Cc2ccccc2)N(CCc2cccc(F)c2)C1=O	-3.3	6.8	-4.0%	-5.3	-4.0%	2.2	6.4%	0.9%	-3.7
O=C(NCc1cccc(OC(F)(F)F)c1)c1ccc2c(c1)S(=O)(=O)c1cc(Cl)ccc1C2=O	1.5	.	2.5%	.	1.2%	.	-2.5%	.	.
Cc1cccc(-n2c(-c3ccco3)nc3c(cnn3-c3ccc(F)cc3)c2=O)c1	2.3	-2.9	2.8%	20.5	-3.4%	3.9	2.7%	3.2%	1.7

High-throughput results: PubChem BioAssay, National Center for Advancing Translational Sciences (NCATS)
